Bioassay records (PubChem)
CTSL1 counter: Fasciola hepatica cathepsin L1 inhibitors, primary screen, counter-screen for PFM18AAP inhibitor project, biochemical, QFRET, fluorogenic peptide substrate; inhibition, % at 5.96 µM; hit rate 0.49% among 300,000; recombinant F. hepatica cathepsin L1, Z-Leu-Arg-MCA fluorescence;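 active = inhibition above the mean of all tested compounds plus 3 SD, set per screening campaign, cut at about 17% in these data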;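 note: 0% = plate median of test compound wells and 100% = 1 µM Z-Phe-Ala-diazomethylketone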
PP1 counter: PP1-alpha phosphatase inhibitors, primary screen, counter-screen for PP5 inhibitor project, biochemical, fluorescence, OMFP substrate, single point. purified PP1alpha. inhibition, % at 6.7 µM. hit rate 0.9% among 320,000;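 active = inhibition above the mean inhibition of all tested compounds plus 3 SD, computed separately for each screening campaign, cut at about 15% in these data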
Target sequence (P62136 whole entry, looked up): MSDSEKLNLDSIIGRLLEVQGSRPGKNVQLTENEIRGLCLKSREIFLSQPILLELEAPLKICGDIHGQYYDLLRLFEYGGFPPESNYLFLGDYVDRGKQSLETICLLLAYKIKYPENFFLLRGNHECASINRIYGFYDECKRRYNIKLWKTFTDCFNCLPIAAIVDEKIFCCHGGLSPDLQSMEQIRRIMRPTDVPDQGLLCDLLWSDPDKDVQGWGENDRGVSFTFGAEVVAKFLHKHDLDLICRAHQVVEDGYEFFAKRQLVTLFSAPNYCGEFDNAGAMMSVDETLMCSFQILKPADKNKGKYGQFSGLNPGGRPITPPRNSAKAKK
ZTA DNA inh: counter-screen for EBNA-1 inhibitors: inhibitors of Epstein-Barr virus ZTA | P03206 | inhibition, % at 11 µM | hit rate 0.15% among 320,000 | ZTA-DNA binding, fluorescence polarization; in the data active = inhibition above about 33%
Target sequence (P03206 whole entry, looked up): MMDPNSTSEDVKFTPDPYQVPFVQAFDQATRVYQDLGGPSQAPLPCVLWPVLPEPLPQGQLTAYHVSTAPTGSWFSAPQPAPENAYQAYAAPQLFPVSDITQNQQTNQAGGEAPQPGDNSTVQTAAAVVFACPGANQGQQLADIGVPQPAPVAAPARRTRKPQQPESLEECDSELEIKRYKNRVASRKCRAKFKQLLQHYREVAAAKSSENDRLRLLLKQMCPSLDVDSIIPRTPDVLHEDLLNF
PP5 inh: PP5 phosphatase inhibitors, primary screen, biochemical, fluorescence; purified PP5c, OMFP substrate fluorescence; Serine/threonine-protein phosphatase 5 (Homo sapiens), P53041; inhibition, % at 6.7 µM; hit rate 0.18% among 320,000;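 active = inhibition above the campaign's mean inhibition across all tested compounds plus 3 SD, cut at about 9.5% in these data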;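 note: 0% = DMSO only and 100% = 100 µM cantharidin control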
Target sequence (P53041 whole entry, looked up): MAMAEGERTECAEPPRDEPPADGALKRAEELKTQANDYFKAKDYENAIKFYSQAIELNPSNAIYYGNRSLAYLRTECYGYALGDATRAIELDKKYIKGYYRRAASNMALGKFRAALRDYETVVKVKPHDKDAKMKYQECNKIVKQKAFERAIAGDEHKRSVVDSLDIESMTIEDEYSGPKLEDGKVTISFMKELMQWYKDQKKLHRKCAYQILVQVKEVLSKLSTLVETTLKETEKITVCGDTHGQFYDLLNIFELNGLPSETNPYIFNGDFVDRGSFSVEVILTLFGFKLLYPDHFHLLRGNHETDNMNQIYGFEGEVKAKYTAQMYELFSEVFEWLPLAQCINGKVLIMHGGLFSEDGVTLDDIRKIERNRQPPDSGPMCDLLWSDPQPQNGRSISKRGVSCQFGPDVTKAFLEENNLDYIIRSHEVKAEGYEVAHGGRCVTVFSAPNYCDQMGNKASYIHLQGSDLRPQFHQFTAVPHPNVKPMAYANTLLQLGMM
CR mimetic SO: reduction of superoxide in aged yeast, primary screen, HTS; superoxide response (% of plate mean), % at 10 µM; S. cerevisiae aged cells, superoxide DHE fluorescence; hits give low values; hit rate 0.18% among 330,000;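 active = superoxide response under a set limit, about three screen SD below normal, cut at about 65% in these data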;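 note: yeast aged for seven days with compound at 30 °C before DHE staining; 100% = average MFI of all compound-treated wells on the plate with controls excluded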
TPT1 inh: Candida albicans TPT1 enzyme inhibitors, primary screen, biochemical, fluorescence polarization; hit rate 0.81% among 300,000; tRNA 2'-phosphotransferase TPT1 (Candida albicans SC5314); recombinant caTPT1, FP RNA substrate dephosphorylation; inhibition, % at 5 µM;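 active = inhibition above the mean of all tested compounds plus 3 SD, set per screening campaign, cut at about 24% in these data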;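 note: plate controls were DMSO alone for no effect and ferristatin control at 100 nM for full effect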
core dimer inh: inhibitors of HCV core protein dimerization, primary screen, biochemical, TR-FRET, high-throughput; TR-FRET GST/Flag-core106 dimerization, 1536-well; inhibition, % at 5 µM; hit rate 0.33% among 300,000; AID 1899, 2009;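 active = inhibition above the mean of all tested compounds plus 3 SD, set per screening campaign, cut at about 45% in these data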
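Assay system: tagged HCV core106 pair (GST and Flag); medium: KF-containing HEPES buffer, pH 7.45, DTT, CHAPS, BSA; also added: Eu donor and XL665 acceptor anti-tag antibodies; dosing: 5 µM single dose; timing: compound-protein-antibody incubation 4 h at 22.5 °C; signal: TR-FRET 671 and 617 nm emission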
EBNA-1 inh: EBNA-1 DNA-binding inhibitors, primary screen, biochemical, fluorescence polarization | hit rate 0.34% among 300,000 | inhibition, % at 14.8 µM | AID 1950, 2009; in the data active = inhibition above about 28%
GASC-1 inh: inhibitors of GASC-1 histone demethylase, primary screen, biochemical, fluorescence, DELFIA europium; hit rate 0.069% among 330,000; GST-JMJD2C(1-420) H3K9me3 demethylation; AID 2099, 2009; inhibition, % at 2.35 µM; Lysine-specific demethylase 4C (Homo sapiens), Q9H3R0;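 active = more than half of a compound's replicate wells show inhibition beyond 50%, single wells judged on their own value; inconclusive = some, but no more than half, of replicates pass 50% inhibition; inactive = no replicate passes 50% inhibition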;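 note: signal counts dimethyl H3K9 product captured on neutravidin plate; 0% = median of DMSO wells and 100% = 0.3 times that DMSO median; strong numbers were not always called active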
Starred values were filed as active, the others as inactive; ? = inconclusive; . = no result given.

SMILES	CTSL1 counter	PP1 counter	ZTA DNA inh	PP5 inh	CR mimetic SO	TPT1 inh	core dimer inh	EBNA-1 inh	GASC-1 inh
Cc1ccsc1C(=O)Nc1ccc(F)c([N+](=O)[O-])c1	4	1	2	-0.2	107	-6	-13	5	1
O=C(Nc1cc(Cl)ccc1-n1cncn1)c1cn2ccccc2n1	5	-2	-8	-1.0	110	-4	-2	-3	-15
CSc1ccc(/C=C/C(=O)Nc2ccccc2)cc1	5	2	-12	1.8	112	-1	2	-1	.
Cc1ccc(-c2nnn(CC(=O)N(CCCO)C(C(=O)NC3CCCC3)c3ccc(F)cc3)n2)o1 (centres undefined)	-1	-2	-14	0.8	94	-4	3	-17	1
COCC(=O)Nc1cc(C)cn(Cc2cccc(C(F)(F)F)c2)c1=O	2	-2	10	0.3	104	2	1	1	15
COc1cc(OCC(=O)NC(C)C)cc2c1C(=O)O[C@@H](C)CCCC(=O)CCCCC2	-10	-2	-9	1.8	98	-2	-10	-14	43
Cc1ccc(S(=O)(=O)N(C)c2ccc(OC(=O)c3ccc(=O)[nH]c3)cc2)cc1	-5	4	10	-1.6	92	2	2	8	-3
O=C(NC1CCCCC1)C(c1ccc2ncccc2c1)N(Cc1ccccc1)C(=O)c1cccs1 (centres undefined)	1	3	-18	1.8	95	1	9	-5	-1
Cc1ccc(N2C(=O)C3C(C2=O)C2C=CC3C23CC3)cc1 (centres undefined)	-2	2	17	-2.5	99	1	-26	17	3
COC(=O)c1nc(-c2ccc(C)cc2)oc1N(C)C	2	0	8	0.6	102	-5	-7	2	4
COc1ccc(/C=N/c2sc3c(c2C#N)CCN(Cc2ccccc2)C3)c(O)c1	-1	1	19	0.2	103	11	9	2	-2
CCOC(=O)c1cnn(CCOC(=O)c2ccc(F)cc2)c1NC(=O)c1ccc(F)cc1	2	-3	0	1.6	96	0	-11	7	-23
CCOC(=O)c1nc2sc3c(c2c(=O)[nH]1)CCC(C)C3 (centres undefined)	-1	4	-2	-0.4	84	-4	4	1	-6
Cc1cccc(COC(=O)C(Cc2ccccc2)NC(N)=O)c1 (centres undefined)	0	-4	-8	1.0	99	1	-7	4	33
CCCc1cc(=O)[nH]c(SCC(=O)N2CCCC2=O)n1	1	-2	-10	-0.7	105	1	-3	2	-2
O=C(C1CC(=O)N(c2ccc3c(c2)OCCO3)C1)N1CCN(c2cccc(C(F)(F)F)c2)CC1 (centres undefined)	3	-4	2	1.6	102	4	-1	-2	-1
Cc1sc2ncnc(N3CCC(C(=O)NNC(=O)COc4ccccc4Cl)CC3)c2c1C	-15	-4	1	-0.5	105	2	4	5	-2
O=C(Nc1ccccc1C(F)(F)F)N1CCN(c2ccc3nncn3n2)CC1	-3	-5	2	-0.5	91	-2	-2	-1	-4
CCC(OC(=O)c1ccco1)C(=O)NCc1ccco1 (centres undefined)	-17	1	11	-0.9	100	4	2	-1	6
CC(C)(C)OC(=O)NNC(=O)NC12CC3CC(CC(C3)C1)C2	5	-2	-25	0.0	96	-1	-2	-5	-5
O=C(O)c1cccc(NC(=O)c2ccc(Cl)c(S(=O)(=O)N3CCCCCC3)c2)c1	-3	1	12	1.6	120	-4	11	22	11
CS(=O)(=O)NCC(c1cccnc1)N1CCN(c2ccccc2F)CC1 (centres undefined)	1	-3	11	-3.8	119	1	0	13	-7
C/C(=N/OC(=O)c1ccc(Cl)cc1Cl)c1oc(C)nc1C	4	-2	0	2.4	96	14	-2	4	9
CCN(CC(=O)Nc1ccc2c(c1)OCO2)Cc1nc2ccccc2c(=O)[nH]1	-1	-5	7	3.5	96	4	1	-5	0
Oc1cccc(NC(=S)N=Nc2c(O)[nH]c3ccccc23)c1	2	-3	-4	0.8	108	10	-3	-3	0
CCC(C)(C(=O)NC1CCCC1)N(C(=O)c1ccccn1)c1ccc(C)cc1 (centres undefined)	0	-3	6	1.4	96	3	0	9	-15
COC(=O)c1cc(Br)c(=O)n(CC(C)C)c1	-2	3	2	2.6	82	-1	-2	-10	-1
COc1ccc(C(=O)NC(=S)Nc2ccc3[nH]c(=O)[nH]c3c2)cc1	-1	-2	18	2.3	93	-2	0	7	2
Cc1cccc(Nc2nn3c(=O)c4ccccc4nc3s2)c1	0	6	-18	2.2	108	1	69*	4	?
Cc1ccc(NC(=O)OCCNC(=O)c2ccncc2)cc1	-2	-1	11	-0.4	107	4	-7	-7	-14

Not a retest: four of the compounds above.
SMILES	CTSL1 counter	PP1 counter	ZTA DNA inh	PP5 inh	CR mimetic SO	TPT1 inh	core dimer inh	EBNA-1 inh	GASC-1 inh
O=C(O)c1cccc(NC(=O)c2ccc(Cl)c(S(=O)(=O)N3CCCCCC3)c2)c1	-3	1	12	1.6	120	-4	11	22	11
CS(=O)(=O)NCC(c1cccnc1)N1CCN(c2ccccc2F)CC1 (centres undefined)	1	-3	11	-3.8	119	1	0	13	-7
C/C(=N/OC(=O)c1ccc(Cl)cc1Cl)c1oc(C)nc1C	4	-2	0	2.4	96	14	-2	4	9
CCN(CC(=O)Nc1ccc2c(c1)OCO2)Cc1nc2ccccc2c(=O)[nH]1	-1	-5	7	3.5	96	4	1	-5	0

Other records
SMILES	CTSL1 counter	PP1 counter	ZTA DNA inh	PP5 inh	CR mimetic SO	TPT1 inh	core dimer inh	EBNA-1 inh	GASC-1 inh
CC(C)NC(=S)N/N=C/c1cccnc1	4	-3	-3	1.2	100	0	-2	-5	1
NC(=O)c1ccc(NC(=O)CCN=C2NS(=O)(=O)c3ccccc32)cc1	0	-6	-12	1.9	108	1	0	-1	5
Cc1cccc(COc2ccc(/C=N/NC(=O)c3nnn(-c4nonc4N)c3CN3CCCCC3)cc2)c1	-1	0	3	0.2	101	1	20	5	3
Cc1ccc(Nc2nc(-c3cccs3)cs2)nc1	5	0	22	-0.8	93	3	3	3	1
O=C(Cn1cnc2c(nnn2-c2ccc(F)cc2)c1=O)NCC1CCCO1 (centres undefined)	0	-3	-2	0.6	89	-4	4	7	-5
O=C(CN1C(=O)NC2(CCCCC2)C1=O)Nc1cccc(S(=O)(=O)N2CCCC2)c1	.	-1	-1	0.9	104	.	.	.	-1
CCOc1ccc(/C=C2/SC(=S)N(n3c(C)ccc3C)C2=O)cc1	0	4	-2	1.1	98	3	6	-6	4
CCCS(=O)(=O)N1CCCC(C(=O)NCCc2cccc(C)c2)C1 (centres undefined)	0	-2	3	-1.2	94	-2	-3	6	16
Cc1ccc(OCCC(=O)OCC(=O)NC(=O)NCc2ccccc2)cc1	-12	2	4	0.4	96	1	6	-2	4
Cc1cc(NC(=O)c2cc3n(n2)C(C(F)(F)F)CC(c2ccc(Cl)c(Cl)c2)N3)no1 (centres undefined)	3	9	2	5.2	95	2	7	27	-8
O=C1/C(=C/c2cccnc2)SC(=S)N1c1ccc(F)cc1	-3	0	-1	-0.8	94	-1	-1	11	0
COCC(=O)Nc1sc2c(c1C(=O)OC)C(C(=O)OC)CC2 (centres undefined)	2	1	-12	-1.0	75	0	-3	5	20
CC(=O)Nc1cc(NC(=O)CCCC(=O)O)ccc1Cl	2	3	4	0.3	100	-1	-7	6	4
O=C(COc1coc(CN2CCN(c3cccc(Cl)c3)CC2)cc1=O)NC1CCCC1	-2	-5	12	1.7	113	2	-1	-2	-8
N#C/C(=C/c1cc(Cl)c(O)c(Cl)c1)C(=O)N1CCCCC1	1	-4	15	2.0	104	-1	14	-3	0
O=C(CCCOc1ccc(Cl)cc1Cl)Nc1ccc(O)cc1C(=O)O	4	-1	2	-1.2	126	0	6	-9	13
CC1CCCN(C(=O)c2ccc(-c3ccccc3Cl)o2)C1 (centres undefined)	3	-1	-4	5.0	101	-1	4	-10	12
COc1ccccc1CN1C[C@@H]2C[C@@H](C3=Cc4cc(Cl)ccc4OC3)N3CCC[C@@]23C1=O	0	6	-7	4.8	94	-1	20	0	-7
O=S(=O)(NCc1ccccc1)c1cccc2nonc12	3	-2	3	-1.0	102	0	1	-1	7
COC(=O)C1CCN(C(=O)Nc2ccc(OC)cc2)CC1	1	-5	13	-0.2	82	-1	-2	8	-7
COc1ccccc1CCN1C(=S)NC(C)(C)CC1(C)O (centres undefined)	-1	-2	-16	3.9	104	-6	-2	-1	-2
COc1ccc(C(=O)/C=C/Nc2ccc(S(=O)(=O)Nc3ncccn3)cc2)cc1	-2	5	-4	-0.6	75	-1	-7	-11	5
CCN(C(=O)Cc1c(C(=O)O)n(C)c2ccccc12)c1cccc(C)c1	1	-3	17	-2.9	99	2	3	21	3
COc1ccc(S(=O)(=O)N(C)C)cc1NCC(=O)Nc1ccc(Br)cc1F	2	2	-31	3.5	107	-1	-5	-4	-1
CCc1nnc(NS(=O)(=O)c2ccc(N/C=C\C(=O)c3ccc(C)cc3)cc2)s1	7	11	-20	-1.7	94	0	29	-3	-6
O=C(CO/N=C/c1ccccc1OC(F)F)NC1CCCCC1	-3	-5	-6	3.3	94	0	7	-2	-16
Cc1c(NC(=O)c2cc(-n3cnnc3)ccc2Cl)cccc1-c1nc2ccccc2o1	-2	6	10	2.2	104	1	24	-7	.
CN(N)c1nc(-c2ccccc2)nnc1C(F)(F)F	5	-1	3	-0.1	101	-2	3	9	5
Cc1ccc(C)c(NC(=O)C(OC(=O)c2cnc(C)cn2)c2ccccc2)c1 (centres undefined)	-18	4	-5	1.3	102	2	3	-2	-4
COc1ccc2nc3c(c(-c4ccccc4)c2c1)CCC3	1	3	-14	1.3	.	-2	-4	8	4
O=C(NCCCN1CCCC1=O)c1cccc(Oc2ccccc2)c1	-5	-3	-15	1.5	103	0	-5	-5	-2
O=C(Oc1cccc([N+](=O)[O-])c1)N1CCCCC1	2	0	12	-1.6	101	-3	-10	8	-3
Cc1ccc(S(=O)(=O)NCC(c2ccccc2)N2CCCCC2)cc1 (centres undefined)	1	-2	16	2.0	100	-2	1	5	-1
COc1ccc(CNC(=O)CN(CCC(C)C)S(=O)(=O)c2ccc3c(c2)OCCO3)cc1	2	3	-1	-0.6	92	-3	-7	8	-6
Cc1cc(C)c(S(=O)(=O)c2ccccc2C)c(OCCO)n1	-2	-4	0	-1.8	93	-2	2	1	4
Nc1cc(=O)nc(SCC(=O)Nc2cccc3ccccc23)n1CCc1ccccc1	-2	-1	1	4.4	101	-5	2	2	-3
COc1ccc(CCCC(=O)Nc2ccc(F)cc2)cc1	2	-2	8	1.5	113	-3	-11	6	-4
CC(OC(=O)c1cc(S(=O)(=O)N2CCOCC2)ccc1Br)C(=O)N1CCOCC1 (centres undefined)	.	-1	-6	1.5	100	.	.	.	5
O=C(CCc1cn2ccccc2n1)NC1CCCc2c1cnn2-c1ccccc1F (centres undefined)	-2	-5	-2	-0.9	103	1	2	-10	6
CCC(=O)Nc1sc2c(c1C#N)CC(C)(CC)OC2 (centres undefined)	2	-1	9	-1.4	82	-5	0	8	7
Cn1c(Cc2cccs2)nnc1SCC(=O)N1CCCc2ccccc21	-2	1	2	3.8	100	0	9	1	11
O=C(Nc1ccc2c(c1)OCO2)c1ccc(NC2CC2)c([N+](=O)[O-])c1	-3	2	-20	2.5	109	0	10	-8	-1
CCOC(=O)c1cc2c(=O)c3ccccc3oc2nc1C	-5	3	3	-0.1	100	-1	-12	-6	-21
COc1cccc(OC)c1C(=O)Nc1ccccc1N1CCCC1	-3	0	-35	3.3	91	0	-3	-5	-18
